# Screening data (PubChem BioAssay)
# MEKK2 mut-MEK5 – signal of MEK5 binding to mutant human MEKK2 PB1 domain; percent response, % at 10 µM; bead flow cytometry, Alexa488-MEK5 binding to MEKK2 mutant; hit rate 0.35% among 290,000; AID 1530; in the data active = percent response above about 24%, passing the limit was not always enough; note: inactives centre near 1; some results filed as inactive read as strong as hits; reference of the scale not given here
# PHOSPHO1 block – inhibitors of human PHOSPHO1 phosphatase; Q8TCT1; recombinant PHOSPHO1, absorbance phosphatase assay; inhibition, % at 13.3 µM; hit rate 1.1% among 290,000; AID 1565; in the data active = inhibition above about 60%
# Target sequence (Q8TCT1 whole entry, looked up): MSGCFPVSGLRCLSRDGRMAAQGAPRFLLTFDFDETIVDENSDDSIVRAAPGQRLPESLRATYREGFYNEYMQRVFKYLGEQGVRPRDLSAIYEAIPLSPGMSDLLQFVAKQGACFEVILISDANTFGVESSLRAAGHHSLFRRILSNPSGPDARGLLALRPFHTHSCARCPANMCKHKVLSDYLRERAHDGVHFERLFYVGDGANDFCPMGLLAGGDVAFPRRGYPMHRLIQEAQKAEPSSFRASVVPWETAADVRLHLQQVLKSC
# MEKK3 PB1 HTS – MEKK3-MEK5 PB1 interaction, increase or decrease; bead-based flow cytometry, Alexa488-MEK5 binding to MEKK3; actives lie on both sides; 0 = blocked by unlabeled MEK5, 100 = vehicle; hit rate 1.4% among 290,000; Q99759; binding response (% of control), % at 10 µM;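 active = binding response more than 3 SD above or below the average of its plate-row segment, actives on both sides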;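 note: Alexa488 bead fluorescence after subtracting the streptavidin-only scavenger bead signal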
# OXTR agonist – activates the human oxytocin receptor; P30559; CHO-OTR cells, Fluo-8 calcium fluorescence; normalized: DMSO 0%, oxytocin 100%; activation, % at 3 µM; hit rate 0.32% among 320,000; AID 2435;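 active = activation above the mean of all tested compounds plus 3 SD, cutoff set per screening run, cut at about 20% in these data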;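 note: peak over basal fluorescence ratio from a 100 s FLIPR kinetic read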
# Target sequence (P30559 whole entry, looked up): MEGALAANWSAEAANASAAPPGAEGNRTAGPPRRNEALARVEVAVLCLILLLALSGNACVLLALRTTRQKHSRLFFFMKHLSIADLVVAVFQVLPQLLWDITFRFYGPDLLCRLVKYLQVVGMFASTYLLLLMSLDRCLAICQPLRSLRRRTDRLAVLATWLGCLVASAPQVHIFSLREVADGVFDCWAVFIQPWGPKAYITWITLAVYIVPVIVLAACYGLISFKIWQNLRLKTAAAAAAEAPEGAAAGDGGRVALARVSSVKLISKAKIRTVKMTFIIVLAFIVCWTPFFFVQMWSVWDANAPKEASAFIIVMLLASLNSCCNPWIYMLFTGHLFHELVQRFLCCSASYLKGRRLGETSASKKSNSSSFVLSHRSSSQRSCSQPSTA
# GPR7 antagonist – blocks human GPR7 receptor signaling; P48145; GPR7-expressing cells, fluorescence antagonist assay; inhibition, % at 4.4 µM; hit rate 1.1% among 290,000; AID 1861; in the data active = inhibition above about 16%, passing the limit was not always enough;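 note: cells stimulated with the agonist NPW; 0% = agonist with vehicle and 100% = vehicle without agonist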
# GalR3 antagonist – blocks the human galanin receptor 3. O60755. HEK293 GalR3-CNG cAMP membrane potential fluorescence; galR3 body fused to GalR1 C-terminus. inhibition, % at 3 µM. hit rate 0.44% among 360,000;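 active = inhibition above the screen-wide average plus 3 SD, cut at about 13% in these data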;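 note: forskolin and galanin both at EC90 stimulate the cells; cAMP rise reported by CNG channel membrane potential dye signal; 0% = forskolin plus galanin with DMSO and 100% = forskolin alone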
# V1R ag counter – counter-screen for oxytocin receptor agonists: human V1a receptor agonists. hit rate 0.25% among 320,000. AID 2797. P37288. activation, % at 3 µM. CHO-V1R cells, Fluo-8 calcium fluorescence, agonist mode; 0% DMSO, 100% 3 nM vasopressin;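 active = activation above the mean activation of all tested compounds plus 3 SD, per screening run, cut at about 20% in these data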;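 note: signal is peak over basal fluorescence ratio across a 100 second FLIPR read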
# Target sequence (P37288 whole entry, looked up): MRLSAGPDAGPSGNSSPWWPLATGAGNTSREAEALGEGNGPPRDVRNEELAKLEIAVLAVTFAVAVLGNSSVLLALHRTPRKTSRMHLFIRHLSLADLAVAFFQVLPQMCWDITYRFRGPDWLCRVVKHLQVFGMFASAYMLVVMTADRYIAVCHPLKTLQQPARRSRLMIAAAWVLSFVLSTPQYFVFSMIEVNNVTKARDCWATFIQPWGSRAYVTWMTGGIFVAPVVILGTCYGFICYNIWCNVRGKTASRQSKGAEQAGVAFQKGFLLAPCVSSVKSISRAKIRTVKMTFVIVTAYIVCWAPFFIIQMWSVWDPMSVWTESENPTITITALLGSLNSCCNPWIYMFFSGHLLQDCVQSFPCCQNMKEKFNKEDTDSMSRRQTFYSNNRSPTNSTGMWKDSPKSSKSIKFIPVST
# NALP1 inh – blocks the NALP1 inflammasome reconstituted in yeast; S. cerevisiae NALP1/ASC/caspase-1 growth, X-gal OD620, 72 h; inhibition, % at 10 µM; hit rate 0.61% among 280,000; in the data active = inhibition mostly above about 24%, no sharp cut-off; inactive = mostly below about 32%; note: some compounds called inactive have numbers as strong as hits
# MEKK2 WT-MEK5 – raises or lowers MEK5 binding to wildtype human MEKK2 PB1 domain; binding response (% of control), % at 10 µM; Q9Y2U5; AID 1531; bead flow cytometry, Alexa488-MEK5 binding to MEKK2 WT; actives lie on both sides; hit rate 1.1% among 290,000; in the data active = binding response below about 67% or above about 130%
# * hit, by the source's call; . = no result given. Not a hit list; about 5.4% have a hit in one of these screens.
SMILES,MEKK2 mut-MEK5,PHOSPHO1 block,MEKK3 PB1 HTS,OXTR agonist,GPR7 antagonist,GalR3 antagonist,V1R ag counter,NALP1 inh,MEKK2 WT-MEK5
COc1cc(C(CCN2CCCCC2)c2c(OC)cc(OC)c3c(C)cc(=O)oc23)cc(OC)c1OC (configuration not stated),6.0,26.5,118.0,0.7,.,-5.5,1.1,11.3,141.0*
CCOc1ccc(/C=N/OCC(=O)NCc2ccco2)cc1,0.0,12.3,104.0,0.1,-8.0,3.4,-0.6,-0.9,104.0
Nc1c(C(=O)NCc2ccco2)nnn1CC(=O)Nc1ccc2c(c1)OCO2,1.0,15.5,96.0,0.6,-4.0,-6.3,0.6,-21.9,101.0
N#Cc1c(-c2ccccc2Cl)c2c([nH]c1=O)-c1ccccc1OC2,-1.0,11.7,105.0,-0.1,-2.6,-0.8,0.5,-7.5,103.0
CCN(c1ccccc1)S(=O)(=O)c1cc(C(=O)OC(C)C(=O)Nc2ccc3c(c2)OCCO3)ccc1C (configuration not stated),-4.0,39.4,97.0,-0.6,-2.9,-8.4,-0.1,11.1,94.0
O=C(NCc1cccc(F)c1)C1CCN(S(=O)(=O)Cc2ccccc2)CC1,11.0,-1.0,102.0,0.5,7.2,-2.3,2.5,8.5,108.0
COc1cccc(C(=O)N(C)c2nnc(-c3ccncc3)s2)c1,.,33.1,.,3.6,-5.1,-6.6,4.9,3.9,.
O=C(Nc1ccc(SC(F)F)cc1)c1ccccc1F,-3.0,-7.1,100.0,-0.7,-4.7,-4.8,-0.2,12.4,96.0
CCN1CCN(C(=O)C2CCN(S(=O)(=O)c3ccc(SC)cc3)CC2)CC1,-2.0,28.0,101.0,0.5,-15.8,-8.5,0.5,-10.3,96.0
CN(C)Cc1ccccc1Sc1ccc(O)cc1O,-2.0,-0.3,90.0,0.7,1.6,4.7,2.8,29.9,98.0
Cc1ccc(CCc2nnc(SCC(=O)Nc3cc(Cl)ccc3Cl)n2-c2ccccc2)o1,-4.0,3.2,92.0,-0.3,3.6,-3.6,0.0,12.2,93.0
Cc1ccc(CC(=O)NC2CCN(C)CC2)cc1,7.0,52.1,102.0,0.1,-13.2,-5.0,0.9,5.2,110.0
CC(C)c1ccc(O)c(NC(=S)NC(=O)CCc2ccccc2)c1,3.0,27.4,97.0,0.8,2.5,-2.6,1.2,4.0,96.0
CCN1C(=O)/C(=C2\SC(=S)N(c3c(C)n(C)n(-c4ccccc4)c3=O)C2=O)c2ccccc21,.,3.5,.,-0.4,-0.9,-4.0,-0.5,41.6,.
COC(=O)c1ccc(Cl)c(NC(C)=O)c1,6.0,0.1,106.0,-0.1,-16.1,-5.8,0.0,3.8,111.0
CCCCNC(=O)Cn1nc(-c2ccc(C)cc2)ccc1=O,-3.0,23.9,98.0,.,2.5,.,.,8.3,96.0
CCOc1cc(N)c(Cl)cc1C(=O)NCC1CN(Cc2ccc(F)cc2)CCO1 (configuration not stated),3.0,.,113.0,-1.8,.,-5.5,-0.2,.,112.0
COc1ccc(-c2nnc(-c3ccc(OCC(C)C)cc3)o2)cc1,-1.0,-8.3,98.0,-0.6,-13.8,-3.2,0.5,-8.3,96.0
CN1C(=O)CCC1(O)c1ccccc1 (configuration not stated),-1.0,-31.3,99.0,0.2,-1.0,-5.4,0.6,-8.3,102.0
CCc1ccc(-c2cc(C)no2)cc1S(=O)(=O)N1CCN(c2ccccc2OC)CC1,-2.0,26.3,99.0,-2.2,-1.6,-1.4,-0.1,5.4,97.0
Cc1cccc(CN2CCCC(C(=O)N3CCCCC3)C2)c1 (configuration not stated),4.0,30.8,106.0,0.5,-2.5,-8.7,3.7,15.5,107.0
COc1ccc(C(=O)N(CCc2ccccc2)Cc2cccs2)c(OC)c1,-4.0,31.0,98.0,-0.2,3.3,-6.7,2.8,-18.6,93.0
CN(CC(=O)OCC(=O)c1c(N)n(C)c(=O)n(C)c1=O)S(=O)(=O)c1ccc(Cl)cc1,6.0,3.4,104.0,2.9,-0.3,-6.3,3.5,42.2,88.0
COc1ccc(N(CC(=O)NCCC2=CCCCC2)S(=O)(=O)c2ccccc2)cc1,1.0,18.8,113.0,-1.9,-6.0,-0.8,-0.8,.,102.0
Clc1cccc(Cl)c1CSc1nnc(/C=C/c2ccccc2)o1,.,66.1*,.,0.6,-12.0,2.2,3.1,0.3,.
COc1ccc(S(=O)(=O)c2c(O)cc(C)c(NS(=O)(=O)c3ccccc3)c2C)cc1,-1.0,32.0,94.0,1.2,-9.2,-10.7,2.7,-12.6,88.0
CCCCN(CCCC)CCNC(=O)Cc1nc2c(c(=O)[nH]c(=O)n2C)n1C,4.0,-13.5,101.0,.,-16.2,.,.,-16.6,102.0
CCOC(=O)N1CCN(C(=O)c2n[nH]c(=O)c3ccccc23)CC1,-1.0,26.8,100.0,-0.1,-5.5,-4.2,0.4,.,100.0
CCOC(=O)c1cnn(CCOC(=O)c2cccc(F)c2)c1NC(=O)c1cccc(F)c1,2.0,-2.0,100.0,-2.7,-10.7,0.2,-0.6,17.0,102.0
COc1ccccc1CNC(=O)C1CC(c2ccccc2C(F)(F)F)=NO1 (configuration not stated),-4.0,39.7,96.0,-0.5,.,-4.8,1.6,.,97.0
CCOc1ccc(C(=O)c2cccs2)cc1,5.0,-6.1,99.0,-1.9,-1.1,-4.3,3.5,8.3,103.0
Cc1noc(C)c1C(=O)NC(C)C1CCCO1 (configuration not stated),-4.0,-6.1,97.0,0.3,0.6,-6.0,0.4,4.3,98.0
C=CCn1c(SC(C)C(=O)NCCC2=CCCCC2)nc2ccccc2c1=O (configuration not stated),0.0,19.7,98.0,-2.0,-4.3,-6.8,-1.7,-13.5,99.0
Cn1c(CNS(=O)(=O)c2ccc(F)cc2)n[nH]c1=S,7.0,-86.9,118.0,0.5,-4.5,-4.7,1.6,9.1,110.0
CS(=O)(=O)Nc1ccc(C2=NN(C(=O)c3ccco3)C(c3ccco3)C2)cc1 (configuration not stated),1.0,32.2,103.0,.,0.3,-5.0,.,4.9,106.0
O=C(NNC(=O)c1cc2cc(Br)ccc2oc1=O)c1ccc(O)cc1,-6.0,-2.7,100.0,-0.8,-10.0,1.8,0.5,10.7,91.0
O=C1CCN(CCc2ccccc2)CCN1[C@H](CO)c1ccccc1,-3.0,15.2,97.0,0.7,0.9,3.4,0.1,-77.7,98.0
COc1ccc(CNC(=O)C(=O)NCC2OCCN2S(=O)(=O)c2ccc(OC)c(OC)c2)cc1 (configuration not stated),-5.0,40.3,98.0,-0.6,-4.4,-3.3,1.8,21.4,91.0
COc1ccc(-c2csc3nc(-c4ccccc4F)oc(=O)c23)cc1,-5.0,27.3,92.0,0.6,-6.5,-5.5,1.0,12.1,94.0
S=C1NC2(CCCC2)Nc2ccccc21,-5.0,-94.9,96.0,0.6,7.7,-3.2,0.8,-0.3,97.0
O=C(CSc1nc2ccccc2c(=O)n1-c1ccccc1)N1CCc2ccccc21,27.0,0.8,112.0,-0.5,-0.4,0.5,0.2,20.7,118.0
O=C(COC(=O)c1ccc(S(=O)(=O)N2CCCC2)cc1)Nc1cccnc1Cl,-3.0,57.8,98.0,0.9,-7.2,-5.5,0.7,16.6,94.0
Cc1ccc(SC(C)C(=O)Nc2ccccc2-c2ccccc2)cc1 (configuration not stated),-2.0,0.6,92.0,-0.9,-1.3,-3.1,0.7,32.8,91.0
CCOC(=O)c1c(C)nn(-c2ccc(NC(=O)CSCC(=O)O)cc2)c1C,21.0,32.7,126.0,-0.1,-6.6,-4.3,0.1,13.9,130.0
CCOc1cc(-c2nc3ccccn3c2NCC2CCCO2)ccc1O (configuration not stated),-1.0,-3.3,97.0,1.6,13.5,-4.2,1.1,3.7,97.0
COC(=O)NC1CCS(=O)(=O)C1 (configuration not stated),8.0,-5.6,103.0,0.1,9.4,0.8,-0.2,5.7,104.0
Cn1c(COc2ccccc2)nnc1SCC(=O)NC1CCCC1,0.0,16.0,101.0,0.8,4.6,4.5,-0.5,5.2,100.0
COc1ccccc1C(=O)NC(=O)COC(=O)c1cccc(NC(C)=O)c1,4.0,2.6,96.0,0.8,1.3,-0.2,1.4,15.0,100.0
COc1ccc(CCNC(=O)COC(=O)c2ccc[nH]c2=O)cc1,0.0,0.3,100.0,-0.3,-10.9,-2.2,1.1,14.6,96.0
CCCOc1ccc(N2C(=O)CC(N3CCN(c4nc5ccccc5s4)CC3)C2=O)cc1 (configuration not stated),2.0,2.9,102.0,-1.2,41.8*,-0.1,-0.2,.,100.0

# Pulled one by one from the list above (five):
SMILES,MEKK2 mut-MEK5,PHOSPHO1 block,MEKK3 PB1 HTS,OXTR agonist,GPR7 antagonist,GalR3 antagonist,V1R ag counter,NALP1 inh,MEKK2 WT-MEK5
COC(=O)NC1CCS(=O)(=O)C1 (configuration not stated),8.0,-5.6,103.0,0.1,9.4,0.8,-0.2,5.7,104.0
COc1ccc(CCNC(=O)COC(=O)c2ccc[nH]c2=O)cc1,0.0,0.3,100.0,-0.3,-10.9,-2.2,1.1,14.6,96.0
COc1ccccc1C(=O)NC(=O)COC(=O)c1cccc(NC(C)=O)c1,4.0,2.6,96.0,0.8,1.3,-0.2,1.4,15.0,100.0
CCOc1cc(-c2nc3ccccn3c2NCC2CCCO2)ccc1O (configuration not stated),-1.0,-3.3,97.0,1.6,13.5,-4.2,1.1,3.7,97.0
Cn1c(COc2ccccc2)nnc1SCC(=O)NC1CCCC1,0.0,16.0,101.0,0.8,4.6,4.5,-0.5,5.2,100.0

# Additional entries.
SMILES,MEKK2 mut-MEK5,PHOSPHO1 block,MEKK3 PB1 HTS,OXTR agonist,GPR7 antagonist,GalR3 antagonist,V1R ag counter,NALP1 inh,MEKK2 WT-MEK5
COc1ccc(CNc2ccc(-c3ccccc3OC)nn2)cc1,-22.0,-4.0,82.0,-2.3,12.8,-4.0,1.1,44.2,81.0
COc1ccc(Nc2nc(Cl)nc(Nc3ccc(OC)cc3)n2)cc1,2.0,2.0,103.0,-1.8,-3.8,-5.7,-1.1,-4.3,102.0
O=C(N/N=C/c1cn(Cc2ccccc2)c2ccccc12)c1cccnc1,1.0,-2.5,127.0,7.1,-1.9,-0.8,7.2,23.3,111.0
O=C(N/N=C/c1cc(Br)c(O)c(Br)c1)c1cccnc1,4.0,43.7,105.0,0.3,-16.4,-6.9,-0.7,2.4,104.0
COc1ccccc1S(=O)(=O)CC(O)COc1ccccc1Cl (configuration not stated),5.0,19.0,105.0,0.5,-8.0,-0.8,1.9,18.6,110.0
Cc1cc(NC(=O)CSc2nnc(COc3cccc(C)c3C)n2C)no1,2.0,31.8,103.0,-1.8,-9.9,-5.3,0.0,20.4,105.0
COc1ccc2cc(C(c3nnnn3Cc3ccc(F)cc3)N3CCCCCC3)c(=O)[nH]c2c1 (configuration not stated),7.0,-41.5,102.0,-0.7,-7.7,-5.1,0.2,19.2,111.0
CCc1ccc(NC(=O)C(CC)Sc2nc3cc4c(cc3c(=O)n2Cc2ccco2)OCO4)cc1 (configuration not stated),-6.0,20.4,96.0,-0.3,-6.0,0.6,-1.1,15.1,88.0
COc1ccc(CNC(=O)CSc2ncn[nH]2)cc1,7.0,-17.9,107.0,0.2,0.5,0.0,-1.1,1.9,105.0
CCNC(=S)NNC(=O)c1cc(-c2cccc(C)c2)nc2ccccc12,1.0,71.9*,101.0,0.9,4.7,-4.0,5.6,-12.2,100.0
O=[N+]([O-])/C(=C\Nc1ccc(F)cc1F)S(=O)(=O)c1ccccc1,-2.0,-2.0,101.0,-0.1,3.8,8.2,0.3,2.6,96.0
Cc1ccc(C(=O)Nc2cccc(C(=O)N3CCN(C)CC3)c2)cc1,3.0,-2.9,100.0,0.0,16.1,-1.6,-0.1,18.8,101.0
